# Runt-SMMHC FRET: inhibitors of RUNX1 Runt–CBFb-SMMHC binding, primary screen, biochemical, FRET, Cerulean-Runt, Venus-CBFb-SMMHC, uHTS; Runt-related transcription factor 1 (Homo sapiens) + Core-binding factor subunit beta …; Cerulean-Runt/Venus-CBFb-SMMHC FRET ratio 530/480, 1 h; inhibition, % at 20 µM; 220,000 compounds, 0.74% hits;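 active = mean inhibition across duplicate retests at 20 µM reaching about 50%, limit read from the data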;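 note: 0% = DMSO wells and 100% = wells with excess untagged CBFb-SMMHC; inhibitors lower the FRET ratio by blocking Runt binding to CBFb-SMMHC; some results filed as inactive read as strong as hits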
# Mdm2 ligase inh: MDM2-luciferase reporter signal enhancers, primary screen, MDM2 E3 ligase inhibitor project, cell-based, luminescence, 1536-well; E3 ubiquitin-protein ligase Mdm2 (Homo sapiens), Q00987; cell-based MDM2 ubiquitination luciferase reporter, 2 h; 0 = plate control, 100 = twice control, blank-subtracted; signal enhancement, % at 5 µM; 210,000 compounds, 0.11% hits; AID 1230, 2008;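 active = signal enhancement of 30% or more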;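 note: luminescence tracks abundance of the self-degrading MDM2-luciferase fusion protein; higher signal means inhibition of MDM2 E3 ligase activity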
# Target sequence (Q00987 whole entry, looked up, the tested form may be a part): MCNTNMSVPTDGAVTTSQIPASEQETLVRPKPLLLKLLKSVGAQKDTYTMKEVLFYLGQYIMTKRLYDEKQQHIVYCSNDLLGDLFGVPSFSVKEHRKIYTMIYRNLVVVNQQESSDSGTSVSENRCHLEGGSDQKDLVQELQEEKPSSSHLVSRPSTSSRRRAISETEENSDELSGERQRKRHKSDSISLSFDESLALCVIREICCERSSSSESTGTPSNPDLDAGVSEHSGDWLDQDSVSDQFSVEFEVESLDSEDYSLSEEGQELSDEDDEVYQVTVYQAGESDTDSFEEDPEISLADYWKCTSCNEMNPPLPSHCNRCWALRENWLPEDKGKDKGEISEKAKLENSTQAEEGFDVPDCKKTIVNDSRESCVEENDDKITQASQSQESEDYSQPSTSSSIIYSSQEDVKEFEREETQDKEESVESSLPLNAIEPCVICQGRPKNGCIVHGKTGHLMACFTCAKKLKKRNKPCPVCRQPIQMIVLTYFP
#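 Assay system: stable mammalian line carrying autodegrading MDM2–luciferase fusion reporter; amount: 2000 cells seeded into each well; buffer or medium: DMEM; benchmarks: plate control and blank wells; signal: luciferase luminescence; timing: 2 h compound exposure at 37 °C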
# TNF necrop inh: inhibitors of TNF-alpha triggered necroptosis, primary screen, cell-based, Jurkat FADD-/-, single concentration; activation (protection from cell death), % at 10 µM; Jurkat FADD-/- TNF necroptosis rescue, ATP luminescence, 24 h; 0 = TNF only, 100 = no-TNF cells; 220,000 compounds, 0.068% hits;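 active = activation, meaning protection from cell death, of at least 50% relative to plate controls; inactive = activation below 50%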;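 note: necroptosis triggered by 40 ng/mL TNF-alpha added together with compound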
# CHOP inhibitor: inhibitors of CHOP promoter induction, primary screen, cell-based, unfolded protein response, luciferase reporter; CHO-K1 CHOP-promoter luciferase, tunicamycin-induced, 15-18 h; inhibition, % at 10 µM; 220,000 compounds, 3.8% hits;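 active = compounds that reduced the stress-induced luciferase reporter signal by more than about 70% of percent inhibition, limit read from the data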;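 note: 0% = tunicamycin plus vehicle and 100% = wells without tunicamycin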
# p47phox inh: p47phox/p22phox peptide binding inhibitors, primary screen, biochemical, uHTS, NADPH oxidase regulatory subunit. inhibition, % at 24.7 µM. fluorescence polarization, 2 h. 220,000 compounds, 0.53% hits. AID 1274, 2008. Neutrophil cytosol factor 1 (Homo sapiens), P14598;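 active = inhibition above about 30%, limit read from the data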;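 note: 0% = p47phox with labelled peptide and 100% = labelled peptide alone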
# EBV gp42 block: Epstein-Barr virus gp42 inhibitors, primary screen, biochemical, uHTS, fluorescence polarization; Glycoprotein 42 (Epstein-Barr virus (strain AG876)), Q1HVG2; Fluorescence polarization binding assay, mP read-out; inhibition, % (tested at 21.74 µM); 220,000 compounds, 0.42% hits; in the data active = inhibition above about 50%
# PPC-1+TRAIL kill: compounds killing PPC-1 cancer cells with TRAIL present, primary screen, TRAIL potentiator project, ATPLite luminescence, uHTS; PPC-1 cells + TRAIL, ATPLite viability luminescence; cell killing (% activity), % at 4 µM; 220,000 compounds, 0.41% hits; AID 1443, 2008;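 active = cell killing above 50% in the first pass at 4 µM, then a duplicate retest at 5 µM averaging 50% or more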;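 note: plate controls were cells with TRAIL plus DMSO for no effect and medium-only wells lacking cells for full effect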
# TRPML3 ag: human TRPML3 channel agonists, primary screen, cell-based, HEK293 TRPML3-YFP, Fluo-8 calcium fluorescence, 3 µM; Mucolipin-3 (Homo sapiens), Q8TDD5; 100% = the carbachol control signal; activation, % at 3 µM; 220,000 compounds, 0.29% hits; AID 1448, 2008;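 active = activation above its plate's cutoff, the mean activation of the plate's test wells plus 3 SD, cut at about 12% in these data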;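 note: 0% = DMSO only wells and 100% = carbachol wells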
# Target sequence (Q8TDD5 whole entry, looked up): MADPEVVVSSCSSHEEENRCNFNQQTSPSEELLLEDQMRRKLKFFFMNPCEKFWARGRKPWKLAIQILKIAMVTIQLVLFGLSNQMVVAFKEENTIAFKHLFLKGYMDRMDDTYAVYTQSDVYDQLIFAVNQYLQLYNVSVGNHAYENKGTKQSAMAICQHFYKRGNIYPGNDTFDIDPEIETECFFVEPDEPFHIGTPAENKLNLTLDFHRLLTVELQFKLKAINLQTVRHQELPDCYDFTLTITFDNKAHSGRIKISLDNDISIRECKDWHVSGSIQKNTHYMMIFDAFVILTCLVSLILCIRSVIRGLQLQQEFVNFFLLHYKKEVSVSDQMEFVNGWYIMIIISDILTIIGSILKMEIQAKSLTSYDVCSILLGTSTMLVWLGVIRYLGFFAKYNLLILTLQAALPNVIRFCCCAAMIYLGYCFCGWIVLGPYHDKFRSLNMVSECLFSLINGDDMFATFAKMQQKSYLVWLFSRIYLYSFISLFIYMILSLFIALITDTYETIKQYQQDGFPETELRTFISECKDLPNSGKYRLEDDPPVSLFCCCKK
#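 Test system – HEK293 line with stable expression of human TRPML3-YFP channel · Control set – carbachol 87 µM final as high control (100%), DMSO as low control (0%) · Signal – Fluo-8 calcium dye fluorescence, ex 470-495, em 515-575 nm · Incubation – 1-h 37 °C dye load, 5-s basal, 120-s post-compound reads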
# zfTRPN1 agonist: zebrafish TRPN1 channel agonists, primary screen, cell-based, HEK293, calcium fluorescence; 220,000 compounds, 0.18% hits; HEK293 zebrafish TRPN1-YFP, Fluo-8 calcium fluorescence; 100% = response to 87 µM carbachol; activation, % at 3 µM; AID 1424, 2008;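 active = activation above its plate's cutoff, the mean activation of test wells on that plate plus 3 SD, cut at about 19% in these data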;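 note: 0% = DMSO alone and 100% = 87 µM carbachol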
#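 Material: zebrafish TRPN1-YFP in HEK293 cells; Doses: single test compound dose, 3 µM nominal, 0.3% DMSO; Timing: dye loading 1 h at 37 °C, then 30 min room temperature; Technique: intracellular calcium fluorescence with Fluo-8; Benchmarks: high carbachol 87 µM, low DMSO alone.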
# Active calls of the source: *; . = no result given.
No.	Structure	Runt-SMMHC FRET	Mdm2 ligase inh	TNF necrop inh	CHOP inhibitor	p47phox inh	EBV gp42 block	PPC-1+TRAIL kill	TRPML3 ag	zfTRPN1 agonist
1	CN(CC(=O)Nc1ccccc1Br)c1ncnc2sccc12	3	-1	1.3	22	-13	-2	-1	3.4	3.6
2	CCN(C(=O)CSc1ccc2ccccc2c1)C1CCS(=O)(=O)C1 (centres undefined)	-1	9	1.2	16	6	4	1	-0.2	1.6
3	CCOc1ccc(S(=O)(=O)NC(Cc2cnc[nH]2)C(=O)O)cc1 (centres undefined)	-3	-3	0.4	5	2	-8	19	0.8	0.6
4	Cc1ccc(C(=O)NC(=S)NCC(=O)c2ccccc2)cc1	-3	10	0.0	9	-9	-22	15	-0.4	-0.2
5	CC(=O)NC(CC(=O)NCC(c1ccco1)N(C)C)c1ccccc1 (centres undefined)	2	.	-0.1	.	.	.	-22	1.1	1.2
6	CC12CCC(C(=O)N3CCCCCC3)(OC1=O)C2(C)C (centres undefined)	0	-17	1.5	-18	-16	-3	9	1.2	-0.2
7	O=C(Nc1ccc2c(c1)C(=O)N(c1ccccc1)C2=O)C1CCCO1 (centres undefined)	-7	6	-0.7	13	-8	2	6	-0.1	3.2
8	Cc1n[nH]c(C)c1S(=O)(=O)N1CCCC(C(=O)Nc2ccc3c(c2)OCCO3)C1 (centres undefined)	-2	-17	-3.7	-21	-12	-41	-10	-0.5	1.4
9	COc1ccccc1NC(=O)c1c(Nc2ccccc2F)sc(C(=O)Nc2cccc(Cl)c2)c1N	-2	-2	-0.2	108*	-31	-14	8	2.0	4.2
10	CCNc1nc(NC(C)(C)C)nc(Oc2ccc(=O)n(-c3ccccc3)n2)n1	-4	-10	0.2	3	-5	-3	2	0.8	0.7
11	COc1ccc(NC(=O)C2CCCN(S(=O)(=O)c3cccnc3)C2)cc1 (centres undefined)	0	-7	-1.9	5	-14	-17	-10	0.7	0.9
12	O=C(O)Cn1c(=O)cnc2ccccc21	2	-5	-0.4	18	-11	1	-6	0.2	-0.7
13	Cc1cccc(C(=O)Nc2c(C#N)c(C)c(C)n2Cc2ccccc2)c1	3	-13	-2.4	15	-11	2	4	-0.3	-2.1
14	CC(=O)NC1=NN(C(C)=O)C2(CCCCC2)S1	3	.	-3.1	-6	0	-23	41	0.2	-0.2
15	CCCN1Cc2cccc(C(=O)Nc3ccc(S(=O)(=O)N4CCCCCC4)cc3)c2C1=O	3	-9	1.2	-41	-4	-5	-20	-0.2	0.9
16	Cc1ccc(NC(=O)CSc2nc(NS(=O)(=O)c3ccc(C)cc3)cc(=O)[nH]2)cc1	3	-10	1.2	34	-4	9	-13	0.4	-0.9
17	COCCNC(=O)c1cc(S(=O)(=O)N2CCOCC2)ccc1SCc1cccc(OC)c1OC	3	-4	2.7	5	5	-4	16	0.4	-2.6
18	CC1CN(c2cc(=O)n(-c3cccc(Br)c3)c(=O)[nH]2)CC(C)O1 (centres undefined)	2	-8	0.4	27	-18	-12	23	.	.
19	O=c1c(Cc2ccc(F)cc2)c(O)ccn1C1CC1	1	-10	-2.8	18	-23	3	23	0.4	0.8
20	Clc1ccc(CSc2nnc([C@@H]3CCCN3)o2)cc1	-2	-10	2.0	7	1	-4	-3	-0.3	-1.2
21	c1ccc(Cn2cc(CN3CCCCO3)c(-c3ccc4c(c3)OCO4)n2)cc1	0	4	0.5	61	3	4	2	-0.6	-1.1
22	N#Cc1c(Nc2cccc(F)c2)sc2c(O)cc(=O)[nH]c12	-2	-12	-0.4	-8	-44	-4	-10	0.9	-0.1
23	NS(=O)(=O)c1cc(C(=O)OCC(=O)c2ccc3c(c2)OCCO3)ccc1Cl	1	-13	0.2	-25	-32	7	7	1.4	1.7
24	Cc1cc(C)c(C)c(S(=O)(=O)N[C@@H](C)C(=O)OCC(N)=O)c1C	1	4	-2.3	-3	5	-11	-13	1.1	1.2
25	O=C(N/N=C/c1ccccn1)c1ccco1	2	-20	-1.9	23	4	-16	17	0.8	0.5
26	CC(C)Cn1c2c(c(O)c(C(=O)Nc3ncccc3O)c1=O)CCCC2	2	-2	-0.8	53	-29	6	15	-0.5	1.2
27	CC1=NN(C(C#N)c2ccccc2)C(C)(C)C1 (centres undefined)	-6	0	0.4	13	0	-13	3	0.7	1.2
28	C#CCOCCOCCOCCNc1nc(N2CCN(C(=O)C([C@@H](C)CC)n3cc(C(N)Cc4ccc(O)cc4)nn3)CC2)nc(N2CCN(C(=O)[C@H](CCC(=O)O)n3cc(C(N)Cc4ccc(O)cc4)nn3)CC2)n1 (some centres undefined)	1	.	0.5	20	12	-6	-6	0.1	0.5
29	O=C(C1CCN(c2ccc(N3CCOCC3)nn2)CC1)N1CCN(c2ccc(F)cc2)CC1	16	-12	-0.5	.	.	.	-1	0.2	2.1
30	COc1ccccc1S(=O)(=O)Cc1ccc(C(=O)NCCN2CCCC2)o1	-3	-23	-2.8	16	-13	-3	16	0.9	-0.6
31	Cc1nc(C(=O)N2CCc3c([nH]c4ccccc34)C2c2cc(F)ccc2F)cs1 (centres undefined)	-6	-16	1.7	-17	-6	-4	14	-1.5	-2.5
32	CS(=O)(=O)N1CCN(c2ccccc2NC(=O)c2cccnc2)CC1	-1	-7	-1.2	-5	-12	-20	19	0.7	0.8
33	Cc1ccsc1/C=N/NC(=O)c1c[nH]c2ccccc12	0	-15	-3.3	13	-39	0	-1	0.3	0.0
34	CCO[C@@H]1OC(C(=O)N2CCCCCCC2)=C[C@H](c2cn(C(C)=O)c3ccccc23)[C@H]1CCCO	-4	.	0.3	3	.	-9	5	-0.5	0.9
35	CN(C)CCCNCC(=O)Nc1ccccc1N1CCOCC1	3	-19	0.1	8	-9	1	6	1.2	0.3
36	CC(C)(C)SCCNC(=O)CN(c1ccccc1)S(=O)(=O)c1ccc(F)cc1	3	-21	0.2	7	14	18	1	0.3	-1.7
37	CC(Sc1nnc2c(n1)C1(C)CCC2C1(C)C)C(=O)Nc1ccccc1 (centres undefined)	-6	-19	-4.0	-17	-12	-21	23	0.2	-0.3
38	CN(CCc1ccccn1)S(=O)(=O)c1ccccc1F	2	.	0.2	.	.	.	6	0.6	0.9
39	CCOc1cc(/C=N/Nc2nc(N3CCCCC3)nc(N3CCCCC3)n2)ccc1OC(=O)c1ccco1	1	-6	0.6	-6	-5	-6	15	0.8	0.5
40	CCCCNC(=O)NS(=O)(=O)c1ccc(C(=O)OC)o1	1	8	0.0	43	-18	-4	3	0.0	-1.4
41	Cc1ccc(SCCNC(=O)/C=C/c2ccc(Cl)cc2)cc1	-8	0	1.2	60	0	-31	-1	0.8	0.8
42	COc1cccc(NC(=O)CSc2nnc(Cn3cnc([N+](=O)[O-])n3)n2C)c1	-5	-10	1.5	-17	-4	-8	-3	1.2	-0.1
43	COc1ccc(-c2ncc3ccccn23)cc1	-8	0	-3.2	-19	-5	1	22	-0.5	-0.3
44	COc1ccc(-c2oc(NC(C)=O)c(C#N)c2-c2ccc(OC)cc2)cc1	-3	-11	-1.8	17	-16	-11	-4	-0.6	-3.7
45	COc1ccccc1NC(=O)C(=N\O)/C(C)=N/O	1	4	1.0	22	-9	-13	22	0.6	3.2
46	C=CCn1c(O)c(/C=C2\C=NN=C2c2ccccc2)sc1=S	-1	-2	25	9	-3	-5	7	1.1	-0.7
47	O=[N+]([O-])c1cc2c(cc1/C=N/n1c(-c3ccccc3)n[nH]c1=S)OCO2	28	-1	-3.5	-28	0	-23	2	0.2	0.3
48	Cc1ccc(-c2nnn(CC(=O)N(CC3CCCO3)C(C(=O)NC3CCCC3)c3ccc(F)cc3)n2)o1 (centres undefined)	-4	-13	1.4	80*	3	-11	8	1.0	0.4
49	O=c1[nH]cnc2sc3c(c12)CCCCC3	4	-4	0.7	19	-12	-8	0	0.7	0.7
50	COc1cc(NC(=O)c2cccs2)c(C(=O)OCC(=O)c2cc(C)n(-c3ccc(F)cc3)c2C)cc1OC	0	-32	4.7	48	-37	-27	9	0.8	0.5
51	Cc1ccc(S(=O)(=O)N(C)c2ccc(OCC(=O)Nc3nnc(C4CC4)s3)cc2)cc1	4	-14	2.0	18	-60	-8	12	44*	-0.3
52	Cn1nc(-c2ccc(C(=O)Nc3cccnc3)cc2)c2ccccc2c1=O	0	-11	-2.0	20	0	-2	2	-0.1	0.0

# Six compounds from above, sorted by molar mass, rising:
No.	Structure	Runt-SMMHC FRET	Mdm2 ligase inh	TNF necrop inh	CHOP inhibitor	p47phox inh	EBV gp42 block	PPC-1+TRAIL kill	TRPML3 ag	zfTRPN1 agonist
22	N#Cc1c(Nc2cccc(F)c2)sc2c(O)cc(=O)[nH]c12	-2	-12	-0.4	-8	-44	-4	-10	0.9	-0.1
13	Cc1cccc(C(=O)Nc2c(C#N)c(C)c(C)n2Cc2ccccc2)c1	3	-13	-2.4	15	-11	2	4	-0.3	-2.1
26	CC(C)Cn1c2c(c(O)c(C(=O)Nc3ncccc3O)c1=O)CCCC2	2	-2	-0.8	53	-29	6	15	-0.5	1.2
11	COc1ccc(NC(=O)C2CCCN(S(=O)(=O)c3cccnc3)C2)cc1 (centres undefined)	0	-7	-1.9	5	-14	-17	-10	0.7	0.9
21	c1ccc(Cn2cc(CN3CCCCO3)c(-c3ccc4c(c3)OCO4)n2)cc1	0	4	0.5	61	3	4	2	-0.6	-1.1
51	Cc1ccc(S(=O)(=O)N(C)c2ccc(OCC(=O)Nc3nnc(C4CC4)s3)cc2)cc1	4	-14	2.0	18	-60	-8	12	44*	-0.3

# Assay outcomes deposited in PubChem BioAssay by several laboratories.
